D1 agonist: activates the human D1 dopamine receptor; HEK293 T-REx D1 cells, calcium flux, agonist mode; activation, % at 2 µM; 360,000 tested, 1% active; in the data active means activation above about 30%; further: 0% is about no effect
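Tetracycline-induced HEK293 TREx D1 cells, force-coupled to calcium signalling, were dye-loaded with a no-wash calcium kit. Compound was pin-added after a 10 s baseline. Fluorescence was read kinetically at 1 cycle/s for 180 s, with calcium rises flagged as agonism.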
LDHA block: LDHA (human) enzyme inhibition; P00338; purified LDHA, NADH/diaphorase-resazurin fluorescence; hits give low values; activity change, % (values are at about 110 or 230 µM); 480,000 tested, 0.15% active; in the data active means activity change below about -30%; inconclusive means mostly about -25% to -30%;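 further: plate controls were DMSO wells for no effect and wells without enzyme for full effect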
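Enzyme activity of human lactate dehydrogenase 5 (2 nM; 0.06 mM NADH, 0.2 mM pyruvate, 5 min, RT) is measured via a resazurin/diaphorase fluorescence readout of residual NADH.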
D2 PAM: positively modulates the human D2 dopamine receptor allosterically; P14416; HEK293 T-REx D2, calcium flux, EC20 dopamine potentiation; potentiation, % at 10 µM; 340,000 tested, 0.34% active;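 active means potentiation over 3 SD above the plate norm, cut at about 30% in these data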; further: 0% is about no effect
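Potentiation of an EC20 dopamine calcium response measured kinetically over 180 s, after a preceding 180 s compound-only read flagging agonists. Cells: inducible Hek293 Trex D2 line, 4000/well, cultured overnight at 30 C before dye loading.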
Vif-APOBEC3F blk: inhibitors of Vif-A3F interaction; HeLa A3F-eYFP + Vif (tagged APOBEC3F with the HIV-1 protein that degrades it), YFP fluorescence increase; Potency, µM (top dose mostly 46.1 µM), without a hit: at the highest dose activity, negative = active; AID 602313; 390,000 tested, 0.2% active; further: potency means the concentration at half of the fitted maximal effect; % of control where 0% means no effect; nearly all actives have a fitted effect of over 65% in size
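Fluorescence increase (Ex 488/Em 500-530) after overnight compound treatment at 37 deg C flags inhibition of Vif-driven A3F-eYFP loss in stable HeLa A3F-eYFP/Vif cells seeded overnight beforehand.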
D1 antagonist: human D1 dopamine receptor antagonism; HEK293 TREx D1 cells, calcium flux, dopamine EC80; hits give low values; activity change, negative = inhibition, % at 10 µM; 360,000 tested, 3.2% active; in the data active means activity change below about -30%; further: on the % scale 0 is the no-effect control and ±100 the full control effect
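Allosteric or orthosteric antagonism assessed as attenuation of the calcium response to EC80 dopamine, added 180 s after compound, in induced HEK293 Trex D1 cells loaded with no-wash calcium dye.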
Vif-A3G inh: inhibitors of Vif-APOBEC3G interaction | 410,000 tested, 0.076% active | Potency, µM (highest dose often 46.1 µM), for the others: top-dose activity, negative = active, hits mostly inhibitors | HeLa A3G-eYFP + Vif (tagged APOBEC3G with the HIV-1 protein that degrades it), YFP fluorescence, overnight | AID 602310;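 further: potency means the concentration at half of the fitted maximal effect; on the % scale 0 is the no-effect control and ±100 the full control effect; nearly all actives have a fitted effect of over 60% in size; hits raise eYFP signal because A3G escapes Vif-driven loss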
Target sequence (Q9HC16 whole entry, looked up): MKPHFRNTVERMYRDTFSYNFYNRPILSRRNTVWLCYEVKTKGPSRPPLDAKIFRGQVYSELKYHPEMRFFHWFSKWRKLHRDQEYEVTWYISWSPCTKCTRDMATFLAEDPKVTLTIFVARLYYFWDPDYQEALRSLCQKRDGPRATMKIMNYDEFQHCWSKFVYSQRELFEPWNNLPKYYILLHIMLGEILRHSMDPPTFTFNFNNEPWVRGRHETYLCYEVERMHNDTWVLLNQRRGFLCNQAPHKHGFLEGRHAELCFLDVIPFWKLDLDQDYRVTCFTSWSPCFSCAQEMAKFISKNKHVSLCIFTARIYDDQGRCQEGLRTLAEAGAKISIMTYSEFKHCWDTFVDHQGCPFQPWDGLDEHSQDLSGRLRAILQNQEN
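HeLa cells stably expressing Vif and C-terminally eYFP-tagged A3G, seeded overnight at 37 deg C, then exposed to compound by pintool overnight at 37 deg C. Rise in yellow fluorescence (Ex 488/Em 500-530, Acumen) marks blocked Vif-driven A3G degradation.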
GRP78 ERSR act: induces the endoplasmic reticulum stress response in human glioma cells; 420,000 tested, 0.02% active; Potency, µM, for inactives: at the top dose activation, usual class: activators; AID 602332; U87-MG GRP78 promoter luciferase reporter, 16 h; further: potency means the concentration at half of the fitted maximal effect; series mostly up to about 76 µM; % of control where 0% means no effect; nearly all actives have a fitted effect of over 35% in size
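Stably transfected U87-MG human glioma cells carrying a GRP78-based luminescent sensor were seeded at 1000 cells/well, pin-dosed with compounds and incubated 16 h. Luciferase reagent was then added, and end-point luminescence was read after 10 min at room temperature.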
D1 PAM: enhances dopamine response at the human D1 receptor; HEK293 TREx D1 cells, calcium flux, dopamine EC20 potentiation; potentiation, % at 10 µM; 360,000 tested, 0.036% active; in the data active means potentiation above about 30%; further: 0% is about no effect
RXFP1 ag: agonists of human relaxin receptor RXFP1 | AID 2676 | HEK293T-RXFP1 cAMP TR-FRET, 30 min; response scale: percent of porcine relaxin response, buffer zero | Potency, µM (titrated, usually from 57.5 µM), without a hit: at the highest dose activation, usual class: activators | 370,000 tested, 0.3% active; further: potency means the concentration at half of the fitted maximal effect; on the % scale 0 is the no-effect control and ±100 the full control effect; nearly all actives have a fitted effect of over 60% in size; many of its hits are not listed in these tables
Target sequence (Q9HBX9 whole entry, looked up): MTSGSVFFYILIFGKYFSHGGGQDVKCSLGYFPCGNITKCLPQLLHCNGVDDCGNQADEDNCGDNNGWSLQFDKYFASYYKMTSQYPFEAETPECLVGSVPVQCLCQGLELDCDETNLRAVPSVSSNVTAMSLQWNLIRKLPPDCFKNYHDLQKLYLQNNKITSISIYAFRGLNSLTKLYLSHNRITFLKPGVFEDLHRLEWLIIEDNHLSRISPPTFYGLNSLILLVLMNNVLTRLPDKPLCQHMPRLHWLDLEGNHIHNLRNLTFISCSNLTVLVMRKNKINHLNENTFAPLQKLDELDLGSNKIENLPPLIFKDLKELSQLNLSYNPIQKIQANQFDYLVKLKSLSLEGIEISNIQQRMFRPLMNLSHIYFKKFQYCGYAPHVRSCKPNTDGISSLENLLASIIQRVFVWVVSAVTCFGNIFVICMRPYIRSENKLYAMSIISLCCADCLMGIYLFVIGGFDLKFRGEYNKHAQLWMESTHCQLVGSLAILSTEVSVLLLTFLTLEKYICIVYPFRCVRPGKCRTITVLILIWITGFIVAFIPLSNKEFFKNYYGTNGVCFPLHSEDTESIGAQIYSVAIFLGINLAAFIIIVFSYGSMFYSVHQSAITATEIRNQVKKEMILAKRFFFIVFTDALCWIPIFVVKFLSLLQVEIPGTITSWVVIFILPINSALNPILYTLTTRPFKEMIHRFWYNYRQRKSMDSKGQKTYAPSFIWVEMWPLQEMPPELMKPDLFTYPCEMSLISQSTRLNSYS
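HEK293T cells stably expressing RXFP1 were pretreated with the PDE4 inhibitor Ro 20174, exposed to compounds for 30 min at 37C, lysed, and cAMP was read by TR-FRET. Data normalized to buffer (basal) and 29 nM porcine relaxin (100%).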
Active calls of the source: *; u = inconclusive; x = no result given; & = joins results of further samples. Unless noted, the call rests on the fitted dose curve; in most records, active means well fitted curve in the direction sought with a large enough effect; inconclusive means small, poorly fitted or top-dose-only effect, or another doubt; inactive means no such curve, though single readings can be large; an effect the other way counts as inactive or inconclusive. The list is partial; the hit share may differ from the screen's.

[1] CC(OC(=O)c1ccc(Cl)c(S(=O)(=O)N2CCCC2)c1)C(=O)NC1CCCCC1C (stereo not given)
[2] COc1cccc(NC(=O)CN(C)C(=O)CCCc2nc3ccccc3c(=O)[nH]2)c1
[3] CC(C)(C)NS(=O)(=O)c1cccc2nsnc12
[4] COc1ccc(C(=O)NC(=C(Cl)Cl)S(=O)(=O)c2ccc(C)cc2)cc1
[5] CC(C)(C)OC(=O)C[C@@H]1C/C=C\C[C@@H](CC(=O)N(CCO)Cc2ccccc2)C(=O)N[C@@H](c2ccccc2)COC1=O

Assay by compound,1,2,3,4,5
D1 antagonist,-20,2,x,-9,x
D1 PAM,-2,-4,x,-7,x
Vif-A3G inh,x,0%,1%,u,1%
RXFP1 ag,5.9%,0.4%,x,2.9%,x
D2 PAM,-13,8,x,x,x
D1 agonist,3,3,x,2,x
GRP78 ERSR act,x,2%,0%,6%,-2%
Vif-APOBEC3F blk,x,-16%,7%,1%,6%
LDHA block,x,-1,-7,0,-8

[6] CC1(C)NC(=O)N(CCCCOc2cccc(C(F)(F)F)c2)C1=O
[7] COc1ccc(-c2cn(Cc3ccc(C(=O)c4ccccc4)cc3)nn2)cc1
[8] CCN(CC1CCCO1)C(=O)C1CCN(C2CCN(Cc3ccccc3C)CC2)CC1 (stereo not given)
[9] O=C(c1ccco1)N1CCN(c2ncnc3scc(-c4cccs4)c23)CC1
[10] CNS(=O)(=O)c1cc(N(C)S(=O)(=O)c2ccc(C)cc2)c(C)cc1C

Assay by compound,6,7,8,9,10
D1 antagonist,-11,-11,11,17,-12
D1 PAM,-7,-10,-5,-3,6
Vif-A3G inh,9%,u,0%,2%,1%
RXFP1 ag,-0.5%,0.3%,2.7%,0.3%,1.3%
D2 PAM,-12,5,-2,26,4
D1 agonist,11,19,5,1,-1
GRP78 ERSR act,-2%,-2%&-1%,-3%,-4%,-2%
Vif-APOBEC3F blk,-15%,-4%,-9%,3%,-4%
LDHA block,-9,-13,-4,-5,-7

[11] CCc1ccc(N(C(=O)c2ccco2)C(C(=O)NC2CCCC2)c2cccnc2)cc1 (stereo not given)
[12] Nc1ccc2c(c1)C(=O)CCC2
[13] Cc1ccc2c(c1)-c1c(cnn1CC(=O)N1CCN(c3cc(C)ccc3C)CC1)CO2
[14] Cc1c(NC(=O)CSc2nc3ccccc3[nH]2)c(=O)n(-c2ccccc2)n1C
[15] Cc1ccccc1Nc1c(F)c(F)c(F)c(F)c1C(=O)O

Assay by compound,11,12,13,14,15
D1 antagonist,11,x,22,4,-3
D1 PAM,x,x,8,5,0
Vif-A3G inh,-5%,1%,4%,0%,-3%
RXFP1 ag,0.1%,x,1.3%,0.2%,-1.4%
D2 PAM,x,x,-4,11,10
D1 agonist,5,x,1,2,5
GRP78 ERSR act,5%,-6%,-2%,0%,-2%
Vif-APOBEC3F blk,-26%,-6%,1%,-3%,10%
LDHA block,-1,6,-1,-4,-6

[16] Cc1ccc(C(=O)Nc2ccc(C(=O)N/N=C/c3cccnc3)cc2)cc1
[17] O=C(COC(=O)c1cc(-c2cccc(Br)c2)nc2ccccc12)NCC1CCCO1 (stereo not given)
[18] CCN(C(=O)CN1C(=O)/C(=C/c2ccccc2F)SC1=S)C1CCS(=O)(=O)C1 (stereo not given)
[19] CCOC(=O)Nc1nnc(-c2ccccc2OC)s1
[20] COC(=O)c1ccc(CSc2nnc(-c3ccccc3)n2C)o1

Assay by compound,16,17,18,19,20
D1 antagonist,6,-13,0,11,17
D1 PAM,-5,-2,-3,-7,0
Vif-A3G inh,-1%,-14%,-4%,-5%,-2%
RXFP1 ag,-1.5%,0.9%,-0.8%,2.5%,0.5%
D2 PAM,-9,18,-3,-13,-3
D1 agonist,-2,8,3,-3,2
GRP78 ERSR act,0%,8%,-1%,-2%,0%
Vif-APOBEC3F blk,-1%,3%,u,-5%,5%
LDHA block,-6,-5,-3,-4,-11

[21] CCC(C)N1C(=O)C2C(C(=O)Nc3cccc(OC)c3)C3C=CC2(O3)C1C(=O)NC1CCCCC1C (stereo not given)
[22] OC1(c2ccc(Cl)cc2)CCN(Cc2nc(-c3cnccn3)no2)CC1
[23] Cc1nc(N2CCN(Cc3ccccc3)CC2)nc2c1C(=O)CCC2
[24] CC(NC(=O)c1ccc(Br)cc1)c1ccccc1 (stereo not given)
[25] CC1CCCCN1CCCNC(=O)c1ccc(NC(=O)C2=CSCCO2)cc1 (stereo not given)

Assay by compound,21,22,23,24,25
D1 antagonist,4,10,-16,-10,-10
D1 PAM,-2,13,-3,-1,-6
Vif-A3G inh,2%,-1%,1%,0%,-1%
RXFP1 ag,2.3%,2.5%,0.7%,-0.4%,1.0%
D2 PAM,x,-1,-2,0,-12
D1 agonist,2,0,8,1,3
GRP78 ERSR act,1%,2%,-5%,0%,-2%
Vif-APOBEC3F blk,-19%,5%,2%,1%,-3%
LDHA block,-2,-7,1,-2,-1

Exported with each value named: part of the list above.
23. Cc1nc(N2CCN(Cc3ccccc3)CC2)nc2c1C(=O)CCC2
  D1 antagonist: -16
  D1 PAM: -3
  Vif-A3G inh: 1%
  RXFP1 ag: 0.7%
  D2 PAM: -2
  D1 agonist: 8
  GRP78 ERSR act: -5%
  Vif-APOBEC3F blk: 2%
  LDHA block: 1
24. CC(NC(=O)c1ccc(Br)cc1)c1ccccc1 (stereo not given)
  D1 antagonist: -10
  D1 PAM: -1
  Vif-A3G inh: 0%
  RXFP1 ag: -0.4%
  D2 PAM: 0
  D1 agonist: 1
  GRP78 ERSR act: 0%
  Vif-APOBEC3F blk: 1%
  LDHA block: -2
25. CC1CCCCN1CCCNC(=O)c1ccc(NC(=O)C2=CSCCO2)cc1 (stereo not given)
  D1 antagonist: -10
  D1 PAM: -6
  Vif-A3G inh: -1%
  RXFP1 ag: 1.0%
  D2 PAM: -12
  D1 agonist: 3
  GRP78 ERSR act: -2%
  Vif-APOBEC3F blk: -3%
  LDHA block: -1

Going on with the list.
[26] COc1ccc(NC(=O)CN(C)C(=O)/C=C/c2cn(-c3ccccc3)nc2-c2ccc(C)cc2)cc1
[27] COCCOC(=O)C1=C(C)NC2=C(C(=O)CCC2)C1c1ccc2c(c1)OCO2 (stereo not given)
[28] COCCn1c(=O)[nH]c2cc(C(=O)N3CCN(c4ccccc4)CC3)ccc2c1=O
[29] NS(=O)(=O)c1ccc(CNC(=S)Nc2ccc(Cl)c(Cl)c2)cc1
[30] c1ccc(-c2cc(N3CCOCC3)nc(-c3ccccc3)n2)cc1

Assay by compound,26,27,28,29,30
D1 antagonist,-8,5,1&-7,-22,16
D1 PAM,0,0,-5&1,-6,-4
Vif-A3G inh,-6%,1%,0%&-1%,-15%,-6%
RXFP1 ag,-1.8%,0.7%,-1.2%&0.4%,4.2%,3.1%
D2 PAM,14,-1,3&-15,-11,4
D1 agonist,3,3,1&2,12,2
GRP78 ERSR act,-5%,-6%,-6%&-1%,0%,-2%
Vif-APOBEC3F blk,-17%,-11%,14%&2%,16%,0%
LDHA block,-7,-8,-3&-18,0,-4

[31] COC(=O)c1[nH]c2cc(C)ccc2c1NC(=O)CN1CCc2cc(OC)c(OC)cc2C1
[32] Cc1ccc2[nH]c(C(=O)Nc3ccc(F)cc3)cc2c1
[33] CC(=O)N(CN1C(=O)C2C3C=CC(C3)C2C1=O)c1cccc(Cl)c1 (stereo not given)
[34] O=C(CN1C(=O)c2cccc3cccc1c23)Nc1ccccc1Br
[35] O=C(Nc1cccc(C(=O)O)c1)Nc1ccccc1Cl

Assay by compound,31,32,33,34,35
D1 antagonist,2,5,-9,11,29
D1 PAM,-2,-4,1,-3,-6
Vif-A3G inh,-18%,6%,0%,-3%,-9%
RXFP1 ag,1.6%,u,-0.4%,5.0%,1.4%
D2 PAM,-19,4,6,-4,-1
D1 agonist,-1,0,3,-1,2
GRP78 ERSR act,-3%,4%,3%,-3%,-14%
Vif-APOBEC3F blk,x,5%,13%,-10%,0%
LDHA block,-2,-4,-2,-1,-12

[36] Cc1onc(C(=O)N2CCC(C(N)=O)CC2)c1-c1ccccc1Cl
[37] Cc1c(Cl)cccc1-n1nnc(-c2nc(-c3ccc4c(c3)OCO4)no2)c1C
[38] O=C(C1CCN(S(=O)(=O)c2ccc(Br)s2)CC1)N1CCN(c2cccc(C(F)(F)F)c2)CC1
[39] N=C1C(=O)OCC1c1ccccc1NC(=O)c1ccccc1 (stereo not given)
[40] Cc1ccc(C(=O)NNC(=O)Cc2csc(-c3csc(C)n3)n2)cc1

Assay by compound,36,37,38,39,40
D1 antagonist,-2,-10,-1,-7,1
D1 PAM,-4,-2,-2,-6,2
Vif-A3G inh,0%,x,1%,1%,0%
RXFP1 ag,0.4%,-2.5%,-1.4%,2.4%,0.7%
D2 PAM,-1,-2,5,-5,-3
D1 agonist,1,2,11,0,-1
GRP78 ERSR act,-5%,x,-1%,-1%,-3%
Vif-APOBEC3F blk,-2%,x,-2%,-2%,-2%
LDHA block,-1,-8,1,-10,-1

[41] O=C(O)c1ccc(S(=O)(=O)N(CCc2ccccc2)Cc2ccc(Cl)cc2)cc1
[42] O=C(/C=C/c1cccc(Br)c1)NCC1CCCCC1
[43] O=C(Nc1ccc(F)cc1F)c1c(C(F)(F)F)ccnc1Oc1ccc(Cl)cc1
[44] CCN1CCc2c(OCc3ccc(C(=O)OC)o3)cccc2C1=O
[45] COc1cc2ncc(S(=O)(=O)c3ccccc3)c(N3CCC4(CC3)OCCO4)c2cc1OC
[46] COCCn1c(SCC(=O)NC(=O)NC(C)C)nc2ccccc21
[47] COC/C=C/C1=CC2=CC(=O)C(C)(OC(=O)c3cnc4ccccc4n3)C(=O)C2=CN1Cc1ccccc1 (stereo not given)

Assay by compound,41,42,43,44,45,46,47
D1 antagonist,-9,-18,0,6,9,9,2
D1 PAM,-6,-8,-2,-5,-12,0,-2
Vif-A3G inh,-7%,1%,0%,2%,-1%,-1%,-14%
RXFP1 ag,1.4%,-0.1%,-0.8%,0.4%,3.5%,1.0%,0.3%
D2 PAM,2,x,-12,1,22,3,-4
D1 agonist,3,5,2,2,0,2,1
GRP78 ERSR act,-1%,3%,-5%,-2%,0%,-5%,5%
Vif-APOBEC3F blk,5%,4%,-22%,5%,u,-10%,2%
LDHA block,-6,-1,-8,2,-1,-3,19

From PubChem
